Screening results deposited in PubChem BioAssay by National Center for Advancing Translational Sciences (NCATS).
Tau ThT inhib: tau fibrillization inhibition (ThT binding). recombinant tau K18 P301L, heparin-induced fibrillization, ThT fluorescence. Potency, µM (highest dose often 57.4 µM), inactives show at the top dose activity, negative = inhibition, most hits filed as inhibitors. 2.1% of 270,000 active. AID 1460; further: on the % scale 0 is the no-effect control and ±100 the full control effect; nearly all actives have a fitted effect of over 55% in size
Target sequence (P10636 561-689 P618L limits assumed): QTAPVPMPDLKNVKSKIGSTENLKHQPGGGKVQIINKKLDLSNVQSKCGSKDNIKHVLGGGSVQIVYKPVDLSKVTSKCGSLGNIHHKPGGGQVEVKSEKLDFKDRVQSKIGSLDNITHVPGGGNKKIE
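Using a mix of unlabeled (15 uM) and Alexa 594-labeled (0.24 uM) tau K18 P301L, heparin-triggered fibrillization over 6 hr at 37 C was scored by ThT fluorescence.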
HttQ103 aggreg: inhibitors of mutant huntingtin aggregate formation in PC12 cells. AID 1688. PC12 HttQ103-GFP aggregates, Acumen cytometry, 40 h. Potency, µM (doses to about 46.1 µM), for inactives: at the top dose activity change, negative = inhibition, hits mostly inhibitors. 1.1% of 220,000 active; further: on the % scale 0 is the no-effect control and ±100 the full control effect; nearly all actives have a fitted effect of over 60% in size
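PC12/HTTQ103-GFP, ecdysone-inducible; teb 100 nM; cpd qHTS titration; GFP aggregates read on laser cytometer, Ex 488/Em 500-530 nm.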
HTT cytoprotect: Huntington cell model cytoprotection by ATP luminescence | Potency, µM (highest dose often 56.4 µM), without a hit: cytoprotection (ATP increase), actives largely listed as activators | PC12 HTT-Q103 induced, cytoprotection, ATP luminescence, 40 h | 0.14% of 230,000 active;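 further: % of control where 0% means no effect; nearly all actives have a fitted effect of over 45% in size; toxic huntingtin expression switched on by the ecdysone agonist tebufenozide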
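PC12 cells with ecdysone-inducible HTT exon 1 Q103-GFP, induced with 100 nM tebufenozide and co-treated with library compounds in a dose series (1536-well, 1500 cells/well). Cytoprotection read as ATP content by ATPlite luminescence.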
ALDH1A1 block: ALDH1A1 (human) enzyme inhibition; P00352; Purified ALDH1A1, NADH fluorescence, propionaldehyde substrate; Potency, µM (top dose mostly 75.3 µM), for inactives: at the top dose activity, negative = inhibition, usual class: inhibitors; 7.3% of 220,000 active; AID 1030; active means well fitted inhibition curve with a large enough effect, not every such curve was filed as active; inconclusive means small, poorly fitted or top-dose-only effect, or another doubt; inactive means no such curve, though single readings can be large or run the other way;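 further: plate controls were no enzyme wells and a reference inhibitor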
Target sequence (P00352 whole entry, looked up): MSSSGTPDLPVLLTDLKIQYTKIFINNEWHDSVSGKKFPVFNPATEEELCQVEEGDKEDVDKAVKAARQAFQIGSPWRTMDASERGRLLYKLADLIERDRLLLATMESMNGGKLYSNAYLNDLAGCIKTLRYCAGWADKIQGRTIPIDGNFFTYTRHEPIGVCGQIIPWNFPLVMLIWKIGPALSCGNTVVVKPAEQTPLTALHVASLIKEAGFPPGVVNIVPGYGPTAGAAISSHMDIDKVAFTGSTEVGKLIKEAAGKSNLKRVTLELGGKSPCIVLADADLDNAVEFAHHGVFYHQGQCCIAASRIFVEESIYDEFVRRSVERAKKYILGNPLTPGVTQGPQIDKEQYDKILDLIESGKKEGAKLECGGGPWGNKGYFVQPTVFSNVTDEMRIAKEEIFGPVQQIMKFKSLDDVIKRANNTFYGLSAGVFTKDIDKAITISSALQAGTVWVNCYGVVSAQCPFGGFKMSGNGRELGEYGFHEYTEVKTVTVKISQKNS
Tau fibril FP: tau fibrillization inhibition (FP); P10636; K18 P301L tau heparin fibrillization, Alexa594 FP, 6 h; Potency, µM (highest dose often 57.7 µM), inactives show at the top dose activity, negative = inhibition, hits mostly inhibitors; 0.39% of 280,000 active; AID 1468; further: on the % scale 0 is the no-effect control and ±100 the full control effect; nearly all actives have a fitted effect of over 55% in size
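Steps: dispense K18 P301L tau (15 uM plus 0.24 uM Alexa 594 tracer, final) in pH 7 sodium acetate; add compound; add heparin (20 uM final); incubate 6 hr, 37 C; add ThT (30 uM final); after 1 hr ambient, read FP.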
Tau fluor cs: counter-screen for tau fibril formation inhibitors. Potency, µM (doses to about 57.7 µM), for the others: at the top dose activity change, negative = decrease. 0.93% of 280,000 active. AID 1463. tau K18 P301L (four-repeat tau fragment) Alexa594 fluorescence, heparin fibrillization; further: on the % scale 0 is the no-effect control and ±100 the full control effect; nearly all actives have a fitted effect of over 55% in size
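Human K18 P301L tau (15 uM unlabeled plus 0.24 uM Alexa 594-labeled, final) in 100 mM sodium acetate pH 7 was mixed with compound and 20 uM heparin and incubated 6 hr at 37 C.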
SMN2 splice up: enhancers of SMN2 splice variant expression. HEK293 SMN2-luciferase splicing reporter, luminescence, 30-36 h. Potency, µM (doses to about 46.1 µM), without a hit: at the top dose activity change, positive = activation, usual class: activators. 2.8% of 210,000 active; further: % of control where 0% means no effect; nearly all actives have a fitted effect of over 55% in size
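HEK293 cells carry an SMN2 […]–luciferase reporter in which exon 7 inclusion puts luciferase in frame. Cells were plated 10-12 h before compound addition, then incubated 30-36 h at 37C. ONE-Glo luminescence was read; sodium butyrate at 4.5 mM final served as control.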
KDM4E inh: JMJD2E (human) inhibition; B2RXH2; JMJD2E catalytic domain, FDH-coupled NADH fluorescence (FDH is formaldehyde dehydrogenase); Potency, µM (doses to about 57.1 µM), for the others: top-dose activity change, negative = inhibition, usual class: inhibitors; 1.6% of 230,000 active; AID 2147; active means well fitted inhibition curve with a large enough effect, not every such curve was filed as active; inconclusive means small, poorly fitted or top-dose-only effect, or another doubt; inactive means no such curve, though single readings can be large or run the other way;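 further: 0% = wells with enzyme and -100% = buffer wells without enzyme; nearly all actives have a fitted effect of over 50% in size; many of its hits are not listed in these tables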
Target sequence (B2RXH2 1-337 limits assumed): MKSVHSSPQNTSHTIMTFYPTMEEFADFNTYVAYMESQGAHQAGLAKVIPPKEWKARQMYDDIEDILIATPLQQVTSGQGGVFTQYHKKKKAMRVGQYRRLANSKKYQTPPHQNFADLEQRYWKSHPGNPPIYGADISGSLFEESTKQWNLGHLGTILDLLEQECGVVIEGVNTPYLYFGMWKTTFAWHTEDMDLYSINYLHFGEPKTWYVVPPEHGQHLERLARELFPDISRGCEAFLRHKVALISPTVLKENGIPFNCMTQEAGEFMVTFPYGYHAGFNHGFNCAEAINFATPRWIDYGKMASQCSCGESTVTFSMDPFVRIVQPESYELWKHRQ
The depositor's hits bear a star; ? = inconclusive; / = not tested or not shown; & = joins results of further samples; [ ] = dose if it differs, or a comment. Unless noted, the call rests on the fitted dose curve; in most records, active means well fitted curve in the direction sought with a large enough effect; inconclusive means small, poorly fitted or top-dose-only effect, or another doubt; inactive means no such curve, though single readings can be large; an effect the other way counts as inactive or inconclusive. Potency means the concentration at half of the fitted maximal effect.

Under each structure: Tau ThT inhib | HttQ103 aggreg | HTT cytoprotect | ALDH1A1 block | Tau fibril FP | Tau fluor cs | SMN2 splice up | KDM4E inh
CN(C(=O)c1cccs1)c1ccc(OCC(=O)N2CCC(C(N)=O)CC2)cc1
    -1.2% | -19.9% | -38.0%[inhibitor] | -0.4% | -7.7% | 0.6% | -40.9%[inhibitor] | -2.1%
Cn1nc(-c2ccc(OCC(=O)Nc3cccc(C(F)(F)F)c3)cc2)c2ccccc2c1=O
    0.2% | / | / | / | ? | -20.8% | -3.9% | /
CC(=O)N1CCN(Cc2ccc(Br)s2)CC1
    1.5% | -13.5% | -12.9% | 4.4% | 3.0% | -0.7% | 25.3% | 0.8%
CC(C)CC(NC(=O)C1CCC(C)CC1)C(=O)NCc1cccnc1 (stereo unspecified)
    -4.2% | 8.5% | -10.4%[10 µM] | ? | -2.1% | -14.0% | -37.4% | -2.0%
S=C(c1ccc(Cl)cc1)N1CCN(Cc2ccccc2)CC1
    -7.0% | -6.2%[9.22 µM] | -32.1%[inhibitor][1.9 µM] | -18.3% | 1.7% | -6.1% | -22.3% | ?
COc1ccc(N2CCN(C(=O)Cc3ccc(S(=O)(=O)N4CCOCC4)s3)CC2)cc1
    -17.0% | 20.8% | / | -7.6% | 6.8% | -11.9% | -16.3% | -5.0%
COc1ccc(C(C(=O)NC2CCCC2)N(C(=O)c2ccoc2C)c2ccccc2)cc1 (stereo unspecified)
    1.8% | 1.9% | -4.0%[10 µM] | 10.2% | 11.3% | 5.1% | -6.1% | 6.5%
Cc1cc(C)n(CCC(=O)N/N=C/c2ccc(O)cc2)n1
    -7.0% | 15.4% | 2.0%[10 µM] | -6.5% | 3.9% | -6.8% | 4.3% | -1.7%
Cc1ccc(S(=O)(=O)N2CCOCC2)cc1NC(=O)Cn1cc(C(F)(F)F)cc(Cl)c1=O
    1.9% | -13.3% | 24.7%[10 µM] | 9.8% | 1.7% | 8.1% | -7.0% | -1.1%
COc1cc2[nH]c(=S)nc(NCc3ccccn3)c2cc1OC
    -3.3% | -1.9% | -7.4% | -4.4% | 0.6% | -2.6% | -13.8% | 2.9%
Cc1cc(C2CC(=O)Nc3ccccc3S2)c(C)s1 (stereo unspecified)
    -3.2% | -10.4%[9.22 µM] | 0.6%[10 µM] | -1.7% | -8.9% | -18.8% | / | 3.5%
COc1ccc(N2C(=O)C3C4C=CC(C4)C3C2=O)c([N+](=O)[O-])c1 (stereo unspecified)
    -5.8% | -10.4% | 2.6% | 8.4% | -2.7% | -11.4% | -7.6% | 4.8%
Cc1ccc(SCCc2cc[n+](CC(=O)c3ccccc3)cc2)cc1
    -18.0% | -27.5%[9.22 µM] | -22.1%[10 µM] | -4.5% | -2.9%[2.34 µM] | -13.8% | / | -10.4%
CSc1nnc2ccc(-c3ccccn3)nn12
    2.1% | -4.0% | 3.0% | -3.4% | -0.3% | 5.9% | 11.3% | 1.4%
Cc1ccccc1OCc1nnc(SC(C)C(=O)O)n1Cc1ccccc1 (stereo unspecified)
    -2.9% | 4.4%[9.22 µM] | 0.1%[10 µM] | -1.2% | -0.8% | 2.1% | / | 9.9%
Clc1ccc(C2=Nn3c(nnc3-c3cccnc3)SC2)s1
    -9.1% | 8.4% | 15.8% | 13.9% | -3.5% | -6.2% | -13.9% | -0.3%
C=CCn1c(SCc2cc(=O)n3ccsc3n2)nc2sc(C)c(C)c2c1=O
    -2.5% | -1.1% | 7.9%[10 µM] | 25.2% | 4.8% | -1.1% | -23.0% | -2.0%
COC(=O)c1cc(C)sc1NC(=O)CCCC(=O)O
    -2.7% | -2.8% | -10.6% | -0.1% | 2.7% | 3.1% | ? | -25.4%
CC(C)(C)c1ccc(NC(=O)Nc2ccc(F)cc2)cc1
    11.2% | ? | -81.5%[inhibitor] | 9.6% | -11.9% | ? | 12.6µM* | 7.5%
Clc1ccc(Cn2c(CN3CCCC3)nc3ccccc32)cc1
    -14.3%&-8.8% | 2.9% | -7.9%[17.1 µM] | 4.0% | ? | ? | -9.5% | 7.5%
COc1ccccc1CNc1nc2ccc(Cl)cc2n2cnnc12
    ? | / | / | / | 19.9% | -1.3% | -0.7% | /
Cc1cc(C)cc(OCc2nnc(SCC(=O)c3ccc(Br)cc3)o2)c1
    ? | 8.0% | 2.2% | ? | -10.1% | -24.1% | 22.4% | -2.9%
CN1CCN(C(c2ccc(F)cc2)c2nnnn2Cc2cccs2)CC1 (stereo unspecified)
    -4.7% | -3.4% | -0.5%[10 µM] | 1.5% | -4.8% | -4.1% | 17.1% | -1.8%
O=C(Nc1ccc2c(c1)OCO2)C1CCN(Cc2cnn(-c3ccccc3)c2-n2cccc2)CC1
    -20.7% | -31.9% | -42.1%[inhibitor] | ? | 7.2% | -22.7% | -49.9%[inhibitor] | 1.4%
O=C(Nc1ccc2c(c1)OCO2)c1ccc[n+]([O-])c1
    -8.0% | 2.0% | -18.4% | -0.8% | -2.1% | -5.7% | -6.3% | 4.6%
Cc1cccc(NC(=O)c2ccc(COc3ccc4ccccc4c3)o2)n1
    ? | -2.2%[9.22 µM] | -1.1%[10 µM] | -8.2% | 2.0% | -15.6% | / | ?
CCOc1ccc(NC(=O)CN(c2cccc(C(F)(F)F)c2)S(C)(=O)=O)cc1
    -14.3% | 15.3%[9.22 µM] | 9.6% | 32.1%[activator] | -0.3% | -29.6% | -16.7% | -2.4%
Cc1c(NC(=S)NC(C)(C)C)c(=O)n(-c2ccccc2)n1C
    8.2% | 16.5% | -10.2%[10 µM] | -3.5% | 9.2% | 10.8% | -5.4% | -11.5%
Cc1c(C(N)=O)sc(N)c1C(=O)OC(C)C
    0.2% | 5.4% | 13.1% | -4.9% | -2.0% | -1.4% | -2.1% | -4.1%
O=C(C(F)C(F)(F)F)N1CCN(c2ccccc2)CC1 (stereo unspecified)
    -4.9% | -0.3% | 0.1%[10 µM] | 1.4% | 3.1% | -0.2% | -9.8% | 3.1%
COC(=O)c1nn(-c2ccccc2)c(=O)cc1O
    1.7% | 6.4% | -1.2%[10 µM] | 2.9% | -1.3% | 7.3% | 1.2% | -2.1%
c1ccc(-c2nnc(CSc3nncs3)o2)cc1
    -5.2% | -11.6% | -26.2% | -8.0% | 3.5% | -0.4% | ? | -3.9%
CCOC(=O)C1CCN(C(=O)CCS(=O)(=O)c2ccc3c(c2)CCN3C(=O)CC)CC1
    0.0% | -6.7% | -5.8% | 3.1% | 0.2% | 0.4% | -2.9% | -2.7%
O=c1[nH][nH]c(=O)c2cc(N3CCCC3)ccc12
    -12.4% | -10.3% | 8.3% | -1.1% | -9.3% | -14.2% | / | -4.1%
C[C@H]1CC[C@]2(O[C@H](CCO)C[C@@H](O)[C@@H]2O)O1
    -2.4% | -9.2%[9.22 µM] | 31.0%[10 µM] | / | 0.1% | -4.4% | / | -2.8%
N#C/C(=C\c1ccccc1)C(=O)Nc1cccnc1
    ? | 15.5%[9.22 µM] | 17.6%[10 µM] | ? | -5.1% | -15.6% | / | 4.5%
COc1ccc(CNC(=O)COC(=O)/C=C/c2cccs2)cc1
    0.7% | 15.0% | 9.7%[10 µM] | -5.6% | -10.6% | -3.4% | 1.2% | 2.1%
CS(=O)Cc1cc(Oc2ccccc2)nc(-c2ccncc2)n1 (stereo unspecified)
    -0.4% | -19.0% | -23.2% | 6.8% | 4.6% | 5.2% | -8.4% | -11.1%
O=C(CC(Cc1ccccc1)c1ccco1)NC1CCCCC1 (stereo unspecified)
    -12.1% | -18.2% | 4.6% | -6.6% | 3.3% | -10.8% | -38.5%[inhibitor] | 6.7%
CCOC(=O)c1c(C)nc(C(Cl)(Cl)Cl)nc1N
    1.0% | -8.2% | -26.0% | 7.1% | 5.9% | 4.4% | -8.6% | ?
Cc1ccc(SCC(=O)NC(=O)Nc2ccc3c(c2)OCCO3)cc1C
    4.9% | -11.3% | / | 10.2% | ? | -7.3% | -4.8% | -10.2%
CNc1nc(Oc2ccc(=O)n(C)n2)nc(N2CCOCC2)n1
    -3.3%&5.2% | 3.7% | 16.7% | -4.6% | -6.8%&-1.6% | -6.0%&3.2% | 2.1%&-1.8% | 5.3%
CCn1c(=Nc2ccc(N3CCOCC3)cc2)ccc2ccccc21
    -15.4% | -28.3% | -26.1%[10 µM] | 2.8% | 4.8% | 9.2% | -7.7% | 5.0%
O=C(/C=C/c1cccs1)NC(=S)NNC(=O)Cc1cccs1
    -9.7% | -32.6% | ? | ? | 1.1% | -8.8% | -31.6%[inhibitor] | ?
CCc1ccc(Sc2cc(C(=O)NCCN3CCOCC3)c3ccccc3n2)cc1
    -2.4% | -1.9% | 1.6%[10 µM] | -5.2% | 6.0% | -4.8% | -23.1% | -3.1%
COc1ccccc1N(C)S(=O)(=O)c1ccc(C(=O)OCC(=O)Nc2ccccc2F)cc1
    -8.0% | 15.4% | -36.4%[inhibitor] | 2.3% | -1.1% | -29.8% | 1.6% | 0.3%
Fc1ccccc1N=C1Nc2cccc3cccc1c23
    ? | 18.9% | 3.3%[10 µM] | 2.0% | 1.7% | -12.7% | 2.2% | -10.1%
CCC(=O)N1CCc2cc(Br)cc(S(=O)(=O)N3CCC(C(=O)Nc4ccccc4CC)CC3)c21
    -4.8% | / | / | / | -0.4% | -11.7% | 16.5% | /
COc1ccccc1NC(=S)N1CCN(C(c2ccccc2)c2ccccc2)CC1
    -11.8% | 4.0% | -2.9% | ? | 1.7% | -21.8% | -20.6% | 12.1%

Single records, from the list above:
CCOC(=O)C1CCN(C(=O)CCS(=O)(=O)c2ccc3c(c2)CCN3C(=O)CC)CC1 in the list: Tau ThT inhib = 0.0%; HttQ103 aggreg = -6.7%; HTT cytoprotect = -5.8%; ALDH1A1 block = 3.1%; Tau fibril FP = 0.2%; Tau fluor cs = 0.4%; SMN2 splice up = -2.9%; KDM4E inh = -2.7%
COc1ccccc1NC(=S)N1CCN(C(c2ccccc2)c2ccccc2)CC1 in the list: Tau ThT inhib = -11.8%; HttQ103 aggreg = 4.0%; HTT cytoprotect = -2.9%; ALDH1A1 block = ?; Tau fibril FP = 1.7%; Tau fluor cs = -21.8%; SMN2 splice up = -20.6%; KDM4E inh = 12.1%

Some of the compounds tested, so the mix of outcomes need not match the whole.
